S1P2 antag: human S1P2 receptor antagonists, primary screen, cell-based; Sphingosine 1-phosphate receptor 2 (Homo sapiens), O95136; AID 736, 2007; 97,000 compounds, 0.21% hits; inhibition, % at 5 µM; cell-based S1P2 antagonist assay, inhibition at 5 uM; in the data active = inhibition above about 45%;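 note: CRE beta-lactamase reporter cells expressing human S1P2 stimulated with S1P; 0% = agonist at EC80 alone and 100% = agonist plus reference antagonist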
PLAP activator: PLAP enzyme activators, biochemical, luminescence, HTS; Alkaline phosphatase, placental type (Homo sapiens), P05187; purified PLAP enzyme, luminescent substrate read-out; hits give high values; activation fold at 20 µM; 96,000 compounds, 1.2% hits; in the data active = activation fold above about 2
PLK1 kinase inh: human PLK1 kinase inhibitors, primary screen, biochemical, TR-FRET; recombinant PLK1 kinase, TR-FRET peptide phosphorylation; inhibition, % at 10 µM; 97,000 compounds, 0.53% hits;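 active = inhibition of 50% or more in the single-concentration screen; inactive = inhibition below 50%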;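 note: 0% = DMSO max control and 100% = H-89 dihydrochloride min control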
FAK blocker: FAK kinase inhibitors, primary screen, biochemical | Focal adhesion kinase 1 (Homo sapiens), Q05397 | inhibition, %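 (tested at 7 µM)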 | 97,000 compounds, 0.84% hits | biochemical FAK kinase activity assay; in the data active = inhibition above about 19%;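 note: 0% = DMSO and 100% = reference compound high control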
MT1-MMP txn act: MT1-MMP promoter reporter activation – cell-based, luciferase luminescence, primary screen. 86,000 compounds, 0.16% hits. activation factor at 10 µM. HT1080 MT1-MMP promoter luciferase reporter, overnight; hits give high values;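 active = activation factor of at least 2 for MT1-MMP transcription at 10 µM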
Plk1 PBD FP: Plk1 polo box domain binding inhibitors, primary screen, biochemical, fluorescence polarization. 97,000 compounds, 0.13% hits. Serine/threonine-protein kinase PLK1 (Homo sapiens), P53350. Plk1 PBD phosphopeptide binding. inhibition, %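 (tested at about 20 µM)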; in the data active = inhibition above about 34%, passing the limit was not always enough
HIV Rev-RRE inh: HIV-1 Rev-RRE binding inhibitors, primary screen, biochemical, FRET, protein-RNA interaction | Rev peptide-RRE RNA binding | inhibition, % at 8 µM | 97,000 compounds, 0.79% hits;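 active = inhibition above the screen-wide mean plus 3 SD, cut at about 35% in these data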;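 note: 0% = median DMSO wells and 100% = median Neomycin B control wells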
Target sequence (P05866 whole entry, looked up): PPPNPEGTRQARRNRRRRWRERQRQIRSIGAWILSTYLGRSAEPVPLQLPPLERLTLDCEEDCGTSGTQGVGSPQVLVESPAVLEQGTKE
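Test system: Cy5-tagged RRE RNA duplex with fluorescein-tagged Rev peptide; Probe or stimulus: labelled Rev peptide; Schedule: 5 min preincubation and 15 min binding, 25 °C; Signal: FRET fluorescence readout; Evaluation: % inhibition from 671/540 nm acceptor-to-donor ratio, scaled between controls; Control set: DMSO and neomycin B.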
EphB4 antag: EphB4-ephrin-B2 interaction antagonists, primary screen, biochemical, TNYL-RAW peptide probe, fluorescence polarization; EphB4 LBD / TNYL-RAW-Alexa532 peptide; inhibition, % at 7 µM; 97,000 compounds, 0.15% hits;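 active = inhibition above the screen-wide mean inhibition plus 3 SD, cut at about 15% in these data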;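 note: 0% = DMSO wells and 100% = excess unlabeled TNYL-RAW peptide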
Target sequence (P54760 whole entry, looked up, the tested form may be a part): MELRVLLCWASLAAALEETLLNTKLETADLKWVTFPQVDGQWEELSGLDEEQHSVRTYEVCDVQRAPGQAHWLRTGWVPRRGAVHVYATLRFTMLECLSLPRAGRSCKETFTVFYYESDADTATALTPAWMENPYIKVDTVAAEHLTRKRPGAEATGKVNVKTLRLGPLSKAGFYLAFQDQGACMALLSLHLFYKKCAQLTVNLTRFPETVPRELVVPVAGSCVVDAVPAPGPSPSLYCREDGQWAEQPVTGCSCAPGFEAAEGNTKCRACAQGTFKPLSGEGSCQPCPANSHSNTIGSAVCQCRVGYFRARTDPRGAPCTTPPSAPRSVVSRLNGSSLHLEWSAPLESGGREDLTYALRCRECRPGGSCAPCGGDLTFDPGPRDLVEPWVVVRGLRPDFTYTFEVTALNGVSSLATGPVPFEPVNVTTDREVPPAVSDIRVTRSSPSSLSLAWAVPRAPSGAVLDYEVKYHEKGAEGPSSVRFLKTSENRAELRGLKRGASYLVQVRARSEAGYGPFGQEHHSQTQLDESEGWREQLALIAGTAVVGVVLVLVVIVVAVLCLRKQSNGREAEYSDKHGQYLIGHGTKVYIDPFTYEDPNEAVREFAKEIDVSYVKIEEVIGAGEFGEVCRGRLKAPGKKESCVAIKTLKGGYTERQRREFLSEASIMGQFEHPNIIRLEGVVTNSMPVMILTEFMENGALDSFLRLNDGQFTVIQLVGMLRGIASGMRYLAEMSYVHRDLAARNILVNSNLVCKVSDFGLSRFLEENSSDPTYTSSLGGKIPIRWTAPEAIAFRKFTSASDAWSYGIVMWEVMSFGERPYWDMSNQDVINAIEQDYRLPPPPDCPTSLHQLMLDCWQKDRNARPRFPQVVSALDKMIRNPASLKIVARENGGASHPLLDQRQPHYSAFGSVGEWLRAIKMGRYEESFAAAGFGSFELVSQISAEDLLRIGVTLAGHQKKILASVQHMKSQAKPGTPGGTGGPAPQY
S1P2 ag: S1P2 receptor agonists, primary screen, cell-based | Sphingosine 1-phosphate receptor 2 (Homo sapiens), O95136 | S1P2-expressing cell line, agonist reporter read-out | activation, % at 4.5 µM | 97,000 compounds, 0.46% hits; in the data active = activation above about 16%;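 note: 0% = vehicle low control and 100% = maximal reference agonist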
Active calls of the source: *; x = no result given.

SMILES	S1P2 antag	PLAP activator	PLK1 kinase inh	FAK blocker	MT1-MMP txn act	Plk1 PBD FP	HIV Rev-RRE inh	EphB4 antag	S1P2 ag
Cn1c(=O)c2c(SCC(N)=O)nc(CC(C)(C)C)nc2n(C)c1=O	3	0.9	-5	-2	1	4	6	2	-2
CS(=O)(=O)Nc1ccc(C(=O)N2CCN(c3ccccc3)CC2)cc1	12	1.1	-2	6	1.1	3	8	7	-7
CCOC(=O)CNC(=O)C(CO)NC(=O)OCc1ccccc1 (stereo unspecified)	6	1	0	-2	1.2	-4	5	3	-3
CC(C)CO/C(=N/S(=O)(=O)c1ccccc1)c1ccccc1	7	0.9	-6	-1	1.2	25	2	-4	-2
COC(=O)c1ccc(NC(=O)CSc2nnc(-c3ccccc3)n2C)cc1	-5	x	-12	-1	1.3	-26	11	2	-4
COc1ccc(S(=O)(=O)N2CCc3ccccc3C2)cc1OC	-20	0.9	-12	-3	1.1	10	2	-7	1
Cc1cc(-c2nnc3n2N=C(c2ccc(-c4ccccc4)cc2)CS3)n[nH]1	26	1.1	-12	-2	1.1	1	17	1	-1
Cc1ccc(S(=O)(=O)/N=C2/NC(=O)/C(=C\c3ccco3)S2)cc1	9	1.3	-16	-1	x	-40	5	-2	-3
N/C(=N\OC(=O)c1ccccc1[N+](=O)[O-])c1cccnc1	-9	0.9	-3	-4	x	0	5	-2	-2
Cc1cc(SCCC(=O)O)nc2ccccc12	17	1.3	-10	0	1.1	-24	12	0	-1
CSC(=NCc1cccnc1)NS(=O)(=O)c1cccs1	-9	0.8	5	-3	1.1	-7	5	-5	-4
CS(=O)(=O)N1CCc2cc(C(=O)N3CCOCC3)ccc21	11	1	-7	-1	1	-18	10	5	-4

Record cards, as listed above. Values in the order: S1P2 antag, PLAP activator, PLK1 kinase inh, FAK blocker, MT1-MMP txn act, Plk1 PBD FP, HIV Rev-RRE inh, EphB4 antag, S1P2 ag
`Cn1c(=O)c2c(SCC(N)=O)nc(CC(C)(C)C)nc2n(C)c1=O` is entered as 3, 0.9, -5, -2, 1, 4, 6, 2, -2
`COC(=O)c1ccc(NC(=O)CSc2nnc(-c3ccccc3)n2C)cc1` is entered as -5, x, -12, -1, 1.3, -26, 11, 2, -4
`N/C(=N\OC(=O)c1ccccc1[N+](=O)[O-])c1cccnc1` is entered as -9, 0.9, -3, -4, x, 0, 5, -2, -2
`COc1ccc(S(=O)(=O)N2CCc3ccccc3C2)cc1OC` is entered as -20, 0.9, -12, -3, 1.1, 10, 2, -7, 1
`CCOC(=O)CNC(=O)C(CO)NC(=O)OCc1ccccc1` (stereo unspecified) is entered as 6, 1, 0, -2, 1.2, -4, 5, 3, -3

Only PLK1 kinase inh and Plk1 PBD FP, for some of the entries so far:
Molecule	PLK1 kinase inh	Plk1 PBD FP
Cn1c(=O)c2c(SCC(N)=O)nc(CC(C)(C)C)nc2n(C)c1=O	-5	4
Cc1cc(-c2nnc3n2N=C(c2ccc(-c4ccccc4)cc2)CS3)n[nH]1	-12	1

(continued)
SMILES	S1P2 antag	PLAP activator	PLK1 kinase inh	FAK blocker	MT1-MMP txn act	Plk1 PBD FP	HIV Rev-RRE inh	EphB4 antag	S1P2 ag
CCOc1ccc(-c2nnc(N)s2)cc1	14	0.8	-10	3	0.8	-14	6	3	-5
CCOC(=O)c1sc2ncnc(N3CCN(c4ccc(OC)cc4)CC3)c2c1C	17	1.1	-10	-1	0.9	-5	-2	0	0
O=C(CSc1nc2ccccc2o1)Nc1ccccc1	27	0.9	-4	0	1.3	-17	7	8	-8
Cc1ccc(CNC(=O)C2CCC(=O)N2CCc2ccccc2)cc1 (stereo unspecified)	21	1.2	-10	1	1.2	-48	6	1	-7
CCCN(CCC)C(=O)CC(c1ccccc1)c1cc(Br)ccc1O (stereo unspecified)	-12	1.4	-20	0	1.2	-29	11	1	-8
COc1ccc2sc(N3C(=O)CC(Cc4cccc(C)c4)C3=O)nc2c1 (stereo unspecified)	-2	1.1	-4	-1	x	-15	10	-2	-5
C=CCC(NCc1ccco1)c1ccc(OC)cc1 (stereo unspecified)	16	1	-12	-1	1	15	2	0	-1
O=C(c1ccccc1F)N1CCN(S(=O)(=O)c2ccc3c(c2)OCCO3)CC1	7	1.6	-6	-4	1.3	0	-1	-9	-2
COc1ccccc1-c1nc(C#N)c(N2CCc3ccccc3C2)o1	-11	1.2	-8	0	1.3	6	4	-1	-6
CN(CC(=O)N1CCN(c2ccccn2)CC1)S(=O)(=O)c1ccc2ccccc2c1	-16	1.5	-12	0	1.1	-1	12	-8	-3
CCOc1ccccc1OCCOCCN1CC(C)OC(C)C1 (stereo unspecified)	-7	0.9	-4	0	1.1	8	5	3	-3
CCc1cc(C=C(Cl)Cl)oc(=O)c1C	12	0.8	0	4	1	10	7	-3	-7
O=c1[nH]c2c(s1)C(c1ccco1)C1C3CCC(C3)C1S2 (stereo unspecified)	-20	1.1	-8	-1	1.3	-3	15	-2	-2
Cc1c(N2C(=O)c3ccccc3C2=O)c(=O)n(-c2ccccc2)n1C	9	1	-6	2	1.1	4	8	-2	-4
O=C(C1CCN(S(=O)(=O)N2CCOCC2)CC1)N1CCN(Cc2ccc3c(c2)OCO3)CC1	11	1.4	-9	-3	1.2	-19	3	1	-4
Cc1cccc(NC(=O)CN2C(=O)N/C(=C/c3cc(C)n(C(C)C)c3C)C2=O)c1	11	1.1	-16	2	x	7	5	2	-3
O=C(N/N=C/c1ccc2cccc(OCc3ccccc3)c2n1)c1ccc(Br)cc1	-6	1.1	-11	-1	x	-3	-6	-6	0
CCCOc1cccc(C(=O)Nc2cccnc2)c1	3	0.8	-6	-5	1.3	16	0	-9	-3
Cc1ccc(C(=O)Nc2ccc(F)cc2F)o1	1	0.8	4	-1	1.3	-4	4	-12	-2
CC(=O)Nc1ccc(Oc2cnc3ccccc3n2)cc1	9	1	-8	3	x	-11	1	4	-5
Cc1cccc(NC(=O)c2c(C)cc(=O)oc2C)n1	10	0.9	-28	0	1	-11	8	-3	-5
CCOP(=O)(c1ccccc1)c1nc(-c2ccc(F)cc2)oc1N1CCCCC1 (stereo unspecified)	16	1.6	-11	6	1.1	15	3	-1	-4
O=C1CSC2=NCN(c3ccc4c(c3)OCO4)CN12	-1	0.8	-7	0	1.3	-9	8	8	-10
Cc1ccc(CNC(=O)c2oc3ccc(S(=O)(=O)N4CCC5(CC4)OCCO5)cc3c2C)cc1	18	1.4	-5	-4	x	26	-2	3	-6
Cc1ccc(/C(N)=N/OC(=O)Cc2cccs2)cc1	9	1	-5	0	x	23	3	3	-5
CCC(=O)Nc1cccc(NC(=O)CSc2nnc(C3CC3)n2C)c1	4	0.8	-14	0	1.1	9	7	0	-4
O=CN1CCN(C(C(=O)NC2CCCC2)c2ccc(Cl)cc2)CC1 (stereo unspecified)	6	1.3	-11	2	1.2	16	-3	-3	-4
O=C(Nc1ccnc(-c2cccnc2)n1)c1ccccc1Cl	-11	1	-13	15	x	16	10	4	-3
CC(C)Cn1c(=O)[nH]c2ccccc21	-6	1	-11	0	0.9	0	10	5	-6
CN(C)S(=O)(=O)N1CCN(S(=O)(=O)c2ccc3ccccc3c2)CC1	10	1	-8	2	1.2	7	7	1	-2
Cc1nn(C)c(C)c1NS(=O)(=O)c1ccccc1	4	0.8	-7	1	1.2	28	5	0	0
CCOc1ccc(NCC(=O)Nc2ccc(C)cc2C)cc1	4	0.8	-10	0	1	5	-3	0	-4
COc1ccc(NC(=O)C2CCCN(S(=O)(=O)c3cnc[nH]3)C2)cc1 (stereo unspecified)	-2	0.9	-11	-5	1.1	13	4	-7	-7
O=C1CN(C(=O)COC(=O)CCSc2ccccc2Cl)c2ccccc2N1	3	0.8	4	0	x	6	5	0	-5
Nc1c(-c2cccc(Cl)c2)cnn1-c1cccc(C(F)(F)F)c1	-4	0.9	-8	4	x	14	14	2	3
Oc1ccc(/C=N/n2c3ccccc3c3ccccc32)cc1	1	0.9	1	1	x	-37	6	-4	-2
c1ccc(-c2nnc(-c3c[nH]c4ccccc34)nc2-c2ccccc2)cc1	-14	1.5	-2	-1	x	-4	-3	1	-1
O=C(NCCN1CCOCC1)C1CCC(=O)N1Cc1ccccc1Cl (stereo unspecified)	-18	0.8	-7	0	1.1	-5	4	-3	-1
CC(C)C(C(=O)Nc1ccc(N2CCOCC2)cc1)N1C(=O)c2ccccc2C1=O (stereo unspecified)	23	0.9	-14	4	1	3	4	4	-2
Cc1cc(NC(=O)c2ccc(Cl)cc2)c(C(C)C)cc1O	-1	0.9	-5	0	x	-4	1	0	-5
CCOc1ccc(C(=O)COC(=O)CC)cc1	11	1	-3	1	x	2	2	0	-1
CC(C)CNS(=O)(=O)c1ccc(CCC(=O)N2CCN(Cc3ccccc3)CC2)cc1	-2	1.7	-11	2	1	2	1	-1	-5
O=C(O)CCCC(=O)Nc1nc(-c2ccc(F)cc2)cs1	-5	1.1	-11	-2	1.2	3	11	0	-1
CC(=O)c1c(C)[nH]c(C(=O)NCCc2ccccc2)c1C	8	1	-13	1	1.2	-11	0	5	-2
CCC(C)(C)NC(=O)C(c1ccc(C)cc1)N(Cc1ccco1)C(=O)CCC(=O)Nc1nccs1 (stereo unspecified)	5	0.9	-2	1	x	-11	2	1	-9
Cc1[nH]c(=O)[nH]c(=O)c1S(=O)(=O)N(C)Cc1ccccc1	-9	1.1	-17	3	1.1	-21	5	-5	-3
O=C(Oc1ccc2ccc(OC(=O)N3CCOCC3)cc2c1)N1CCOCC1	16	0.9	-3	-2	1.3	1	7	3	-6
c1ccc(-c2cc(N3CCOCC3)nc3ccccc23)cc1	1	1.6	-4	2	1.2	-18	8	-3	-8
CCCCCCCCc1nc(=S)[nH][nH]1	-5	x	-10	-1	1.3	-4	2	5	-4
Cc1c(/C(O)=C2\C(=O)C(=O)N(CCN(C)C)C2c2ccco2)cnn1-c1ccccc1 (stereo unspecified)	-28	1.1	14	-1	1	11	6	-3	-4
Cc1ccc2cn[nH]c2c1NC(=S)NC(=O)c1ccccc1	22	1.1	-3	-4	x	-25	2	2	-13
Cc1cc(N2CCC(C(=O)N3CCN(c4cccc(C)c4C)CC3)CC2)n2ncnc2n1	30	1.7	-17	-2	1.2	-19	21	-1	-7
Cn1c(OCc2cccnc2)nc2c1c(=O)n(Cc1ccc(Cl)cc1)c(=O)n2C	-5	x	-7	1	1	-12	13	4	-7
O=C(NCC1CCCO1)c1onc(CSc2cccc(Cl)c2)c1C(=O)O (stereo unspecified)	-12	1	-9	-5	x	-40	2	2	-2
CCOC(=O)c1oc2ccc(S(=O)(=O)Nc3ccc4c(c3)n(C)c(=O)n4C)cc2c1C	18	1	-3	-2	1.3	-12	14	-1	-3
Cn1c(C(=O)N2CCN(Cc3ccc4c(c3)OCO4)CC2)cc2sccc21	8	1.4	3	3	1.1	-17	1	4	-3
O=C(CC(c1ccco1)C1CCCCC1=O)c1ccccc1 (stereo unspecified)	-10	1.4	-1	0	1.2	-16	5	2	-4
CS(=O)(=O)N(CCc1ccccc1)CC(=O)Nc1ccc2c(c1)OCO2	-12	1	-9	1	1.1	20	-1	7	1
O=C(CSc1nnc(-c2cccs2)n1Cc1ccco1)Nc1ccc2c(c1)OCO2	0	0.9	-10	0	1.1	-2	5	3	-3
O=C(COC(=O)c1cnccn1)c1ccc(Br)cc1	1	0.7	-10	5	1.2	-16	6	0	-7
CCOc1ccc(/C=N/Nc2nc(N3CCCC3)nc(N3CCCC3)n2)cc1OC	11	1.4	0	-1	1.2	0	4	4	-5
CCN(CC)CCn1c(NCc2ccco2)nc2ccccc21	-11	0.9	-10	-2	1.1	9	-2	12	-11
COc1ccc(/C=C/C(=O)NCc2cn(C)nc2C)cc1COc1ccc(Br)cc1	7	1.2	-8	-2	x	-37	-5	6	-4

Screening data deposited in PubChem BioAssay by several laboratories.
